Screening data as filed in PubChem.
M. tuberculosis GlmU: inhibition of mycobacterial GlmU enzyme – biochemical, glucosamine-1-phosphate acetyltransferase (AID 1376) | inhibition, %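 (tested at 30 µM in the primary screen)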; hits with a dose series show IC50 in µM | 220,000 tested, 0.25% active | M. tuberculosis GlmU acetyltransferase enzyme assay; higher % means a stronger effect; in the data active = inhibition above about 13%;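 also: 0% = complete reaction with vehicle and 100% = reaction without substrate; strong numbers were not always called active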
Mtb RmlCD inh: M. tuberculosis RmlC/RmlD inhibition | 160,000 tested, 0.03% active | inhibition, % at 3.6 µM | RmlC+RmlD coupled enzyme assay, percent inhibition; primary screen in compound mixtures | AID 1533 | P9WH09+P9WH11; in the data active = inhibition mostly above about 34%, no sharp cut-off; also: some results filed as inactive read as strong as hits
Target sequence (P9WH09 whole entry, looked up): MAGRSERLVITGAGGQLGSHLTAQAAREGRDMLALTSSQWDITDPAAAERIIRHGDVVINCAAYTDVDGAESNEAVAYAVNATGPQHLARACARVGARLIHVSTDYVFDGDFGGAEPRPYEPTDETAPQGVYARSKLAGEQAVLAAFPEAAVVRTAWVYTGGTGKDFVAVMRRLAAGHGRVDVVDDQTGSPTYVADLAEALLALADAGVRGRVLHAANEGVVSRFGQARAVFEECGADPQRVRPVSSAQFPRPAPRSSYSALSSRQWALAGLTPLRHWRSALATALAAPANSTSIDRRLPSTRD
Target sequence (P9WH11 whole entry, looked up): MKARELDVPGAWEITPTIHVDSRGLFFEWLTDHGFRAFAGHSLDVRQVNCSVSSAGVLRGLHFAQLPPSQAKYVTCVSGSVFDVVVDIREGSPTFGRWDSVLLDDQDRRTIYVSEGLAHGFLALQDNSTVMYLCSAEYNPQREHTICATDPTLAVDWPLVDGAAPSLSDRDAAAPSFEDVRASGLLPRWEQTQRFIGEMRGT
Active calls of the source: *; . = not tested or not shown. This is a subset (hit frequency here may not be typical).

Molecule,M. tuberculosis GlmU,Mtb RmlCD inh
O=C(COC(=O)C1CC2C=CC1C2)Nc1ccc2c(c1)OC(F)(F)O2 (centres undefined),-3.8%,.
O=C(COC(=O)c1cccc([N+](=O)[O-])c1)NCC1CCCO1 (centres undefined),0.4%,4
CCN(CC)C(=O)Cn1cc(SCC(=O)NC)c2ccccc21,-0.1%,-15
Cc1c(C(=O)N2CCOCC2)[nH]c2ccc(OCc3ccccc3)cc12,6.3%,-5
C=CCC1(CC=C)CCCN1C(=O)CC1C(=O)NCCN1Cc1cc(OC)cc(OC)c1 (centres undefined),0.9%,4
Cc1nc2ccc(C(=O)N3c4ccccc4CC3C)cc2s1 (centres undefined),2.5%,2
CC(=O)c1c(C)[nH]c(C(=O)Nc2cccc(S(=O)(=O)N(C)c3ccccc3)c2)c1C,6.4%,7
Cc1ccccc1N=C1SCC(=O)N1Cc1ccccc1,1.6%,.
C=C(C)C1CC=C(C)/C(=N/NC(=O)c2ccc(NC(=O)c3cccc(C)c3)cc2)C1 (centres undefined),.,3
CCOC(=O)N1CCN(C(=O)c2ccc(CS(=O)(=O)c3c(Cl)cccc3Cl)o2)CC1,0.1%,-10
CCc1nnc(NC(=O)Cn2c(=O)oc3ccccc32)s1,-0.8%,2
Cc1ccc(C)c(NC(=O)COC(=O)CC2c3ccccc3CCN2S(=O)(=O)c2ccc(F)cc2)c1 (centres undefined),4.2%,1
Cn1c(=O)c(=O)n(C)c2cc(S(=O)(=O)N3CCN(C4CCCCC4)CC3)ccc21,-2.7%,-9
N#C/C(=C\c1ccc[nH]1)C(=O)NCC1CCCO1 (centres undefined),2.9%,8
CCN(CC)C(=O)/C=C/c1ccc(OC)c(S(=O)(=O)N2CCCCC2)c1,-0.7%,7
CCOc1ccc(CNc2cccc(SC)c2)cc1,-5.1%,-13
CC1=CCC2COC(c3ccc[n+](Cc4ccccc4)c3)C1C2 (centres undefined),-3.6%,.
CCOC(=O)Cn1nnc2c(sc3nc4c(c(-c5ccccc5)c32)CCC4)c1=O,2.7%,.
CC(C)(C)NC(=O)C(=O)NNC(=O)c1ccc(C(C)(C)C)cc1,3.2%,.
CCCn1c(=O)c2c(C(F)(F)F)cc(-c3cccs3)nc2n(CCC)c1=O,4.5%,1
CCc1ccc(N2C(=O)CC(Cn3nc(C)cc3C)C2=O)cc1 (centres undefined),1.1%,-9
Cc1ccc(OCCn2cc(Br)c(=O)[nH]c2=O)cc1,-3.7%,.
CC(=NCCN(C)C)c1c(O)n(Cc2ccccc2)c(=O)[nH]c1=O,5.4%,.
Cn1c(Cc2ccccc2)nnc1SCc1nc2ccccc2c(=O)[nH]1,2.6%,-2
O=C(CC12CC3CC(CC(C3)C1)C2)N1CCN(S(=O)(=O)c2cccs2)CC1,0.1%,16
Cc1c(Cl)cccc1NC(=S)NCCCN(C)C,1.0%,9
CCCCNC(=O)Nc1cc(C(=O)OC)ccc1Cl,-0.6%,7
O=C(Nc1ccc(S(=O)(=O)Nc2ncccn2)cc1)c1ccc(N2CCCC2=O)cc1,1.9%,20
Cc1ccc(OCC(=O)N/N=C\c2c(C)[nH]n(-c3ccccc3)c2=O)c([N+](=O)[O-])c1,-3.7%,-8
O=C(O)Cc1n[nH]c(=O)c2ccccc12,4.1%,.

An excerpt of the results above, for reference:
Molecule,M. tuberculosis GlmU,Mtb RmlCD inh
O=C(COC(=O)C1CC2C=CC1C2)Nc1ccc2c(c1)OC(F)(F)O2 (centres undefined),-3.8%,.
O=C(COC(=O)c1cccc([N+](=O)[O-])c1)NCC1CCCO1 (centres undefined),0.4%,4
CCN(CC)C(=O)Cn1cc(SCC(=O)NC)c2ccccc21,-0.1%,-15
Cc1c(C(=O)N2CCOCC2)[nH]c2ccc(OCc3ccccc3)cc12,6.3%,-5
C=CCC1(CC=C)CCCN1C(=O)CC1C(=O)NCCN1Cc1cc(OC)cc(OC)c1 (centres undefined),0.9%,4
Cc1nc2ccc(C(=O)N3c4ccccc4CC3C)cc2s1 (centres undefined),2.5%,2
CC(=O)c1c(C)[nH]c(C(=O)Nc2cccc(S(=O)(=O)N(C)c3ccccc3)c2)c1C,6.4%,7
Cc1ccccc1N=C1SCC(=O)N1Cc1ccccc1,1.6%,.
C=C(C)C1CC=C(C)/C(=N/NC(=O)c2ccc(NC(=O)c3cccc(C)c3)cc2)C1 (centres undefined),.,3
CCOC(=O)N1CCN(C(=O)c2ccc(CS(=O)(=O)c3c(Cl)cccc3Cl)o2)CC1,0.1%,-10
CCc1nnc(NC(=O)Cn2c(=O)oc3ccccc32)s1,-0.8%,2
Cc1ccc(C)c(NC(=O)COC(=O)CC2c3ccccc3CCN2S(=O)(=O)c2ccc(F)cc2)c1 (centres undefined),4.2%,1
Cn1c(=O)c(=O)n(C)c2cc(S(=O)(=O)N3CCN(C4CCCCC4)CC3)ccc21,-2.7%,-9

More compounds.
Molecule,M. tuberculosis GlmU,Mtb RmlCD inh
COC(=O)C1=C(C)N(Cc2ccc(C)cc2)C(=O)/C1=C\c1ccc(O)c(OC)c1,-2.3%,.
NC(=O)[C@H]1CC2(CC(c3cccc(NC(=O)COc4ccc(Cl)cc4)c3)=NO2)CN1C(=O)C(c1ccccc1)c1ccccc1 (some centres undefined),0.9%,.
CCOc1ccccc1-n1cnc(C#N)c1N,-3.5%,-5
N#Cc1ccsc1NC(=O)c1ccc(Cl)c([N+](=O)[O-])c1,-3.9%,40
CSCC[C@H](NC(=O)C1=NN(c2c(F)c(F)cc(F)c2F)C(=O)CC1)c1nc2ccccc2[nH]1,0.8%,.
CCN1CCN(C(=O)CSc2cc(=O)n(CC)c3ccccc23)CC1,-1.5%,-17
O=C(O)c1ccccc1NC(=S)NC(NC(=O)c1ccccc1[N+](=O)[O-])C(Cl)(Cl)Cl (centres undefined),0.4%,-3
COc1ccc(C(=O)NC(=S)Nc2ccccc2N2CCOCC2)cc1[N+](=O)[O-],-2.4%,-11
CCN(CC)S(=O)(=O)c1ccc(C(=O)Nc2cc3oc4ccccc4c3cc2OC)cc1,-4.4%,4
C/C(CC(=O)Nc1ccccc1C)=N\NC(=O)Cc1csc(N)n1,0.0%,.
COC(=O)C1=C(CN2CCCc3ccccc32)NC(=O)NC1c1ccc(F)cc1 (centres undefined),-2.4%,24
CCOc1ccc(-c2cc(CCCC(=O)NCCc3ccc(OC)c(OC)c3OC)no2)cc1,8.4%,-13
CCCCNC(=O)C1CCN(Cc2ccc(OCc3ccccc3)cc2)CC1,-0.7%,.
O=c1[nH]cc(C(F)(F)F)cc1NS(=O)(=O)c1ccc([N+](=O)[O-])cc1,0.6%,-2
CCCCC1(CCCC)C(=O)NC(=Nc2cccc(C)c2)NC1=O,4.2%,7
Cc1ccc(NC(=O)C2CC(=O)Nc3nncn32)cc1 (centres undefined),-2.5%,6
Oc1ccccc1/C=N/NC(=S)NC1CC2CCC1C2 (centres undefined),0.0%,17
O=C(NCc1cccnc1)NC1CC(=O)N(c2ccc3c(c2)OCCO3)C1 (centres undefined),3.0%,-4
COC(=O)CSc1nnc([C@H](Cc2ccccc2)NC(=O)OC(C)(C)C)o1,-1.0%,2
CCN1CCN(C(=S)Nc2ccc(C(C)=O)cc2)CC1,0.7%,.
CCCCC(=O)NC(NC(=S)N1CCOCC1)C(Cl)(Cl)Cl (centres undefined),7.1%,.
CCCn1c(=S)[nH]c2cc(C(=O)N3CCc4ccccc4C3)ccc2c1=O,2.2%,6
COc1ccc(S(=O)(=O)NCc2ccco2)cc1-c1nnc2c3ccccc3c(C)nn12,5.9%,5
N#CC(C(=O)c1ccccc1Cl)=C1SCCCS1,-0.3%,2
Cc1ccc(NC(=O)N(C2=NCC(C)S2)c2ccccc2)cc1 (centres undefined),1.4%,.
COc1ccc(S(=O)(=O)Nc2ccc3c(c2)OCCO3)cc1Cl,-0.2%,-74
O=C(Cn1nnc2ccccc21)N/N=C\c1cccs1,-1.6%,10
CCc1c(C#N)c(N)nc(SCC(=O)OCc2ccccc2)c1C#N,6.7%,-9
Cc1ccc(C)c(OCCCC(=O)N2CCOCC2)c1,-3.5%,-7
CCn1ncc(Br)c1C(=O)Nc1cc(C)cc(C)c1,-4.6%,10

(cont.)
Molecule,M. tuberculosis GlmU,Mtb RmlCD inh
Cc1cc2nnc(SC(C)C)n2c2ccccc12,-0.2%,.
CC(C)c1csc(CN2CCC(CO)(Cc3cccc(F)c3)CC2)n1,-1.0%,-6
O=C(N/N=C/c1c[nH]c2ccccc12)c1cc(-c2ccc(-c3ccccc3)cc2)n[nH]1,0.5%,.
Cc1ccccc1NC(=O)CSc1nc(Nc2ccccc2)nc(N2CCOCC2)n1,-1.1%,13
COc1ccccc1CN=C1NC(=O)C(CC(=O)Nc2ccc(C(C)=O)cc2)S1 (centres undefined),0.8%,-8
CC1CCc2nc3ccc(S(=O)(=O)N4CCC(C(=O)N5CCCCCC5)CC4)cc3c(C(=O)O)c2C1 (centres undefined),-2.9%,-6
Cc1ccc(SCC2(O)CCN(S(=O)(=O)c3ccc(Cl)cc3)CC2)cc1,3.9%,8
CCn1c(CCNC(=O)c2cccs2)nnc1SCC(=O)NC1CCCCC1,-3.1%,-8
O=C(COc1ccccc1-c1ccccc1)NCc1ccco1,10%,2
Cc1cc(C)n2nc[n+](C)c2n1,2.1%,-11
O=C(Oc1ccc(OC(=O)N2CCCCC2)cc1)N1CCCCC1,5.6%,12
Cc1c(C#N)c(O)n(CCO)c(=O)c1N=Nc1ccccc1,2.4%,.
COc1ccc(OC(=O)c2cn(C)nc2C(F)(F)F)cc1,7.3%,-3
CCc1cc(C(=O)COc2ccccc2F)c(O)cc1O,-4.0%,.
O=C1CCCN2N=C(SCC(=O)Nc3nc4ccccc4s3)SC2=N1,-0.3%,5
CC(=O)Oc1ccc(C(=O)[C@H]2[C@H]3C(=O)N(c4ccc5ccccc5c4)C(=O)[C@H]3[C@@H]3C=CC=NN32)cc1,2.1%,8
O=C(Nc1ccccc1C(=O)OCC(=O)c1c[nH]c2ccccc12)c1ccco1,-1.1%,4
CS(=O)(=O)Cc1nc2ccccc2oc1=O,-3.9%,12
CC1(C)CC(N2CCN(c3ccccc3)CC2)=CC(=[N+]2CCCC2)C1,0.1%,-6
CC(=O)[C@@H]1[C@@H](C(=O)c2ccc(C)cc2)[C@]2(C(=O)Nc3ccccc32)[C@H]2C=Cc3cc(F)ccc3N12,-4.2%,-5
O=C(O)C12CC3CC(C1)CC(n1cnc(Cl)n1)(C3)C2,3.5%,9
Cc1oc(CN2CCOCC2)cc1C(=O)O,0.4%,-4
COC(=O)N/N=C/c1c(C)cc(C)cc1C,-4.1%,-12
O=C(/C=C/c1ccccc1)NC1CCS(=O)(=O)C1 (centres undefined),5.4%,21
OC(COc1ccc2c(c1)OCO2)CN1CCc2ccccc2C1 (centres undefined),2.7%,.
O=C(CSc1ccc2ccccc2n1)Nc1nsc(-c2ccc(Cl)cc2)n1,6.9%,15
O=C(O)C1c2ccccc2C(=O)N(Cc2ccc(F)cc2)C1c1ccncc1 (centres undefined),1.5%,.
Cc1ccc(CN2CCS(=O)(=O)CC2)cc1,2.4%,5
CCOC(=O)/C(=C/Nc1ccc(F)cc1)[N+](=O)[O-],1.8%,-2
CN(Cc1ccccc1)C(=O)c1ccccc1NC(=O)c1ccco1,.,0

Single values from above.
Entry of CCCCNC(=O)Nc1cc(C(=O)OC)ccc1Cl under Mtb RmlCD inh: 7
Entry of C/C(CC(=O)Nc1ccccc1C)=N\NC(=O)Cc1csc(N)n1 under M. tuberculosis GlmU: 0.0%

Remaining list, next part:
Molecule,M. tuberculosis GlmU,Mtb RmlCD inh
O=C(O)CSCC(=O)N1CCN(S(=O)(=O)c2ccccc2)CC1,-3.3%,-2
COc1cc(CNCCc2ccc(F)cc2)ccc1OCc1ccc(Cl)nc1,-8.1%,3
O=S(=O)(c1ccc(F)cc1)N1CCN(C(=S)NCc2ccco2)CC1,3.1%,.
O=C(c1ccccc1CCc1ccccc1)N1CCOCC1,-1.9%,-5
Cc1ccc(C(=O)CNc2ccc(Br)cc2)cc1,4.9%,-5
Cc1cccc(NC(=O)CCNS(=O)(=O)c2cccc3nsnc23)c1,-3.8%,47
Cc1ccoc1C(=O)N1CCCC(CCC(=O)N2CCN(c3ccccn3)CC2)C1 (centres undefined),7.0%,.
O=S(=O)(c1cccc(F)c1)N1CCN(Cc2ccc3c(c2)OCO3)CC1,-1.0%,.
CSc1ccc(/C=C/C(=O)OCC(=O)NC(C)C)cc1,1.4%,6
CC(C)NCCOCCOc1ccc(Cl)cc1Br,0.5%,-5
Cc1cc(C)c(NC(=O)CCCOC(=O)C2=COCCO2)c(C)c1,7.0%,.
CN(c1ccc(OCC(=O)N2CCC(C(N)=O)CC2)cc1)S(=O)(=O)c1cccs1,1.5%,4
Cc1ccccc1NNC(N)=S,-0.1%,2
CCOC(=O)c1c(C)n(C)c2ccc(OCC(N)=O)cc12,6.2%,.
CC(=O)Nc1ccc(/C=N/N2C(C)CCCC2C)cc1 (centres undefined),-4.8%,.
CCOc1cc(N2CCOCC2)c(OCC)cc1NS(=O)(=O)c1ccc(Cl)s1,1.9%,.
Cc1c(/C(O)=C2\C(=O)C(=O)N(CCN(C)C)C2c2ccccc2)cnn1-c1ccccc1 (centres undefined),0.3%,5
C=CCNC(=S)NNC(=O)c1ccco1,-1.3%,-13
CCOc1cc(C2C(C#N)=C(N)Oc3n[nH]c(CC)c32)ccc1OCCN1CCOCC1 (centres undefined),-8.3%,3
Cc1nn(-c2ccccc2)c2c1C(c1ccc(F)cc1F)C(C#N)=C(N)O2 (centres undefined),0.3%,.
CC(C)OC(=O)c1ccc(NC(=O)C2C3CC4OC(=O)C2C4C3)cc1 (centres undefined),5.0%,9
